EPAC2 antagonist: blocks human EPAC2 exchange factor | EPAC2 GEF exchange of Rap1B-BODIPY-GDP, fluorescence | Q8WZA2 | AID 720708 | Potency, µM (top dose mostly 114 µM), inactives show at the highest dose activity, negative = inhibition, most hits filed as inhibitors | actives 0.18% (n = 360,000); also: potency is read from the fitted curve at half-maximal effect; % is scaled to controls: 0 for no effect and ±100 for the full control effect; nearly all actives have a fitted effect of over 45% in size; many of its hits are not listed in these tables
Target sequence (Q8WZA2 whole entry, looked up): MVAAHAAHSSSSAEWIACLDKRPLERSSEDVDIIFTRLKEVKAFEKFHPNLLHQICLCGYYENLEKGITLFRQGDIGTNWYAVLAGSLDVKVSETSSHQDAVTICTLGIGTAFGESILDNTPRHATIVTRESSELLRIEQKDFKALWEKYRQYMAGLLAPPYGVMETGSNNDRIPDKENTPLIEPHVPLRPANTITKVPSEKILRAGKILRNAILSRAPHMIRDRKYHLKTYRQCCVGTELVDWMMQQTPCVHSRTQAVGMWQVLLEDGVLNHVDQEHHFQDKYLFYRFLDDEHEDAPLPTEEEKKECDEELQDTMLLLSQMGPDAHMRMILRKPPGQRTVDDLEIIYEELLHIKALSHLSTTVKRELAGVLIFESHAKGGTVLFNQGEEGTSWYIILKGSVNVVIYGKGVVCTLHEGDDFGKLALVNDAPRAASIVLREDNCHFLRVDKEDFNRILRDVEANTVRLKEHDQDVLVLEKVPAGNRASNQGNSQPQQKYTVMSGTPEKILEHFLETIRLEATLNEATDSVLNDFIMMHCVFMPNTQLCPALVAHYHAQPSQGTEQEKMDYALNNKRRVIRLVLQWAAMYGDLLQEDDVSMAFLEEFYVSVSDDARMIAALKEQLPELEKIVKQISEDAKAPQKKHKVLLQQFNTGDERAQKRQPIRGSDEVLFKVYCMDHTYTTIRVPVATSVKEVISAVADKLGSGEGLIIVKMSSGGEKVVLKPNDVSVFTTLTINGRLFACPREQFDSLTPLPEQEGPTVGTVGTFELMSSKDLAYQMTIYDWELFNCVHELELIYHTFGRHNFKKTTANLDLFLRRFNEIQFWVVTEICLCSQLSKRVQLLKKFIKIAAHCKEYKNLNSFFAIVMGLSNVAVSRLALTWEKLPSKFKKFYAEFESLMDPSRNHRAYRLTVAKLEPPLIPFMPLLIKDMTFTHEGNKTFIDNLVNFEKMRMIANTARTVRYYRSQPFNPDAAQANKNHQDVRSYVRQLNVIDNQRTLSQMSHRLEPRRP
D3 antag: D3 dopamine receptor (human) antagonism. D3R cells, DiscoveRx beta-arrestin luminescence, antagonist mode; hits give low values. max response, negative = inhibition, %. P35462. actives 2.5% (n = 360,000). AID 652054; in the data active = max response below about -50%; inconclusive = no clear call, values can overlap the other calls; also: % is scaled to controls: 0 for no effect and ±100 for the full control effect; mostly tested at two doses, the higher about 12 µM
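Cells plated overnight at 1500 cells/well, then exposed to library compounds with dopamine controls for 90 minutes at 37 degrees C. DiscoveRx reagent added for 30–60 minutes at room temperature; luminescence read, quantitative HTS format.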
DRD3 agonist: D3 dopamine receptor (human) agonism | P35462 | actives 0.58% (n = 410,000) | D3R DiscoveRx beta-arrestin cells, luminescence, 90 min | max activation, %; in the data active = max activation above about 30%; also: 0% is about no effect; mostly tested at two doses, the higher about 12 µM
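Agonist mode: compounds and dopamine controls were applied to plated cells for 90 min at 37 degrees C after an overnight attachment at 1500 cells/well. Luminescent read-out followed 30 - 60 minutes at room temperature with DiscoveRx detection reagent.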
CCT modulator: cytosolic chaperonin activity modulation; purified chaperonin ATPase assay, HTRF ADP detection, 30 min; activity change, % (test concentration not listed), hits read low; actives 0.3% (n = 360,000); AID 651819; in the data active = activity change below about -30%; also: % is scaled to controls: 0 for no effect and ±100 for the full control effect
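ATPase activity: ADP formed was measured by HTRF Transcreener (665/615 nm ratio) after 30 min at 37 deg C with 10 uM ATP. Compounds screened at one 76 uM concentration against 40 or 20 nM TRiC in Tris pH 7.4/KCl/MgCl2/DTT buffer.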
EPAC2 ag: EPAC2 (human) agonism; Q8WZA2; EPAC2 activation, biochemical qHTS; response scale: 100% = 6.5 mM cAMP response; Potency, µM (highest dose often 154 µM), inactives show at the highest dose activation, usual class: activators; actives 0.079% (n = 360,000); also: potency is read from the fitted curve at half-maximal effect; nearly all actives have a fitted effect of over 50% in size
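Compounds were titrated in qHTS against a Rap1B-BODIPY-GDP (250 nM) complex with EPAC2 (100 nM) and GDP (50 uM). BODIPY-GDP release tracked at 480/540 nm over 30 min at room temperature, normalized to 6.5 mM cAMP.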
Mm-Cpn inhibitor: M. maripaludis TRiC chaperonin inhibition; purified Mm-Cpn ATPase, ADP Transcreener TR-FRET; Potency, µM (titrated, usually from 76.9 µM), for inactives: top-dose activity, negative = inhibition, usual class: inhibitors; actives 0.031% (n = 330,000); also: potency is read from the fitted curve at half-maximal effect; % is scaled to controls: 0 for no effect and ±100 for the full control effect; nearly all actives have a fitted effect of over 80% in size
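Quantitative HTS used 25 nM Mm-CPN and 10 uM ATP in magnesium/KCl Tris buffer, pH 7.4, with 1 mM DTT. Hydrolysis ran 30 min at 37°C; ADP was read by HTRF.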
PTHR1 ag: activates the human parathyroid hormone receptor PTHR1 | Q03431 | HEK293 GP2 PTHR1 cells, GloSensor cAMP luminescence, 1 h | Potency, µM (titrated, usually from 115 µM), for inactives: at the top dose activation, hits mostly activators | actives 0.075% (n = 410,000) | AID 743266; also: potency is read from the fitted curve at half-maximal effect; nearly all actives have a fitted effect of over 55% in size; some results filed as inactive show a strong effect at the top dose; inactives centre near -15; many of its hits are not listed in these tables
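HEK-293-derived GP2 cells expressing PTHR1 and a GloSensor cAMP reporter, 3,000/well, plated overnight, given luciferin plus IBMX (each 0.5 mM as added) for 1 h at 37 °C, then compound for 1 h at 37 °C. Luminescence was read after 15 min at room temperature.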
pAkt inh: Akt phosphorylation inhibition. Neuro2A IGF-stimulated pAkt S473 HTRF, 20 min; hits give low values. activity change, % for hits at 50 µM. actives 0.32% (n = 360,000). AID 651550; in the data active = activity change below about -80%; inconclusive = mostly about -51% to -80%; also: % is scaled to controls: 0 for no effect and ±100 for the full control effect
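Single-point screen (50 µM final compound) in Neuro2A cells stimulated 20 min with 6 nM IGF at 37 deg C. After lysis, Ser473-phosphorylated Akt read by HTRF (ex 330 nm, em 615/665 nm) as the 665/615 ratio.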
* = called active by the depositor; i = inactive; ? = inconclusive; . = no result given; & = joins results of further samples; [ ] = remark or other dose. Unless noted, calls follow the shape of the dose curve; as a rule, active = well fitted curve in the direction sought with a large enough effect; inconclusive = small, poorly fitted or top-dose-only effect, or another doubt; inactive = no such curve, though single readings can be large; an effect the other way counts as inactive or inconclusive. Some of the compounds tested (hit frequency here may not be typical).

entry	mol	EPAC2 antagonist	D3 antag	DRD3 agonist	CCT modulator
1	O=C(NCCc1ccccc1)C1CCCN(S(=O)(=O)c2cccc3nsnc23)C1 (configuration not stated)	10%	-8	6	-2.5
2	Cc1cc(S(=O)(=O)N2CCOCC2)ccc1OCC(=O)Nc1ccccc1C(F)(F)F	-8%	-8	2	-2.8
3	O=C(c1ccc(CNS(=O)(=O)c2ccc(F)cc2)cc1)N1CCCCCC1	-5%	0	-3	1.2
4	C[C@@H]1CCCCO[C@H](CN(C)C(=O)c2ccncc2)[C@H](C)CN([C@@H](C)CO)C(=O)c2cc(NC(=O)c3ccccc3)ccc2O1	-23%	0	4	1.1
5	CCN(CC)c1ncnc2c1ncn2[C@H]1CN(Cc2ccccc2)C[C@@H](CO)O1	-11%	10	4	0.8
6	Cc1ccc(S(=O)(=O)CC(=O)Nc2nc3ccccc3s2)cc1	-9%	2	1	0.9
7	CN(C)C(=O)CSc1cnc2ccccc2n1	14%	-9	-2	0.2
8	CCOC(=O)N1CCN(c2nc(-c3ccco3)cc(C(F)(F)F)n2)CC1	-4%	2	3	-0.6
9	Cc1ccc(C2c3sc(=O)[nH]c3SC3C4CC(C5C(=O)N(C(C)C(=O)O)C(=O)C45)C23)cc1 (configuration not stated)	-10%	-14	4	0.0
10	CC(C)(C)OC(=O)[C@H]1[C@H](c2ccc([N+](=O)[O-])cc2)C2(C(=O)c3ccccc3C2=O)C2c3ccccc3C=NN21 (some centres not stated)	-16%	-59*	-10	-2.4

entry	EPAC2 ag	Mm-Cpn inhibitor	PTHR1 ag	pAkt inh
1	7%	1%	-26%	i
2	-6%	0%	i	i
3	-3%	.	-13%	i
4	-5%	.	-32%[inhibitor]	i
5	2%	.	5%	i
6	6%	-7%	-66%[inhibitor]	i
7	-4%	1%	i	i
8	15%	-2%	i	i
9	7%	0%	i	i
10	-10%	-7%	-12%	i

New compounds follow.
entry	mol	EPAC2 antagonist	D3 antag	DRD3 agonist	CCT modulator
11	CC(C)Cn1c(-c2cc(Br)ccc2F)nc2c1c(=O)[nH]c(=O)n2CC(C)C	-13%	4	10	0.4
12	CCCCOc1ccc(NC(=O)C(=O)NCCC2=CCCCC2)cc1	9%	17	0	1.0
13	O=C(NCC(c1ccco1)N1CCCC1)c1ccccc1Sc1ccc(C(F)(F)F)cc1[N+](=O)[O-] (configuration not stated)	-13%	-16	0	0.2
14	c1ccc(C[C@H]2CNCCN2CC2(c3ccccc3)CC2)cc1	19%	-10	-9	-0.6
15	CCOc1ccc(-c2ccc(SCc3ccccn3)nn2)cc1	-2%	5	5	0.2
16	O=C(NCC(c1ccco1)N1CCc2ccccc21)c1ccccc1 (configuration not stated)	-8%	-11	-8	1.8
17	CCc1cccc(C)c1NC(=O)C1C2CCC(O2)C1C(=O)O (configuration not stated)	2%	10	4	0.1
18	Cc1cccn2c(=O)c(C(=O)NC3CCCCC3C)c(O)nc12 (configuration not stated)	2%	-28	-28	-1.3
19	CSC1=C(C#N)C(=O)NC(c2ccccc2O)S1 (configuration not stated)	-1%	-7	-5	-8.5
20	CCOC(=O)N1CCN(C(=S)NC(=O)/C=C/c2ccc(C)cc2)CC1	0%	-25	-4	0.3

entry	EPAC2 ag	Mm-Cpn inhibitor	PTHR1 ag	pAkt inh
11	1%	0%	i	i
12	-13%	1%	-5%[57.5 µM]	i
13	5%	3%	-1%	i
14	1%	-1%	-12%	i
15	-7%	-1%	-19%	i
16	7%	-2%	i	i
17	4%	2%	-17%	i
18	1%	-1%	-5%	i
19	1%	2%	-20%	i
20	4%	1%	-25%	i

(next part)
entry	mol	EPAC2 antagonist	D3 antag	DRD3 agonist	CCT modulator
21	O=c1[nH][nH]c2c1[C@H](c1ccccc1)O[C@H](C1CCCCC1)C2	3%	3	6	0.7
22	S=C(N/N=C/c1ccc2ncccc2c1)Nc1cccnc1	-6%	3	3	-2.0
23	CCOCCCNC(=O)c1cc(Cl)c(NC(=O)C2=C(C)OCCS2)cc1OC	1%	30	11	-0.9
24	Cc1ccc(SCCNC(=O)c2ccccc2C)cc1	-8%	-4	-5	2.9
25	C/C(=N/NC(=O)c1ccc(Br)o1)c1cccc(NC(=O)c2ccc(C)o2)c1	-7%	5	-14	1.6
26	CCOC(=O)CCc1c(C)nc2c(c(C)nn2-c2ccc(C)cc2)c1C	-20%	37	-1&-2	0.3
27	CC(=O)N1N=C(N)SC12CCCC2	5%	-1	4	-4.9
28	CC(OC(=O)Cn1cnc2c1c(=O)n(C)c(=O)n2C)C(=O)NC1(C#N)CCCCC1 (configuration not stated)	9%	9	-3	-3.6
29	COc1ccc(NC(=O)Cc2ccc(Cl)cc2)cc1S(=O)(=O)N1CCCCC1	0%	-4	-5	-3.2
30	COc1ccc2nc(N3CCCC3)c(C#N)cc2c1	32%[activator]	24	2	1.2

entry	EPAC2 ag	Mm-Cpn inhibitor	PTHR1 ag	pAkt inh
21	-1%	.	i	i
22	2%	3%	i	i
23	2%	0%	i	i
24	7%	0%	-71%[inhibitor]	i
25	6%	3%	-5%	i
26	-10%	-1%	-2%&22%	i
27	5%	-2%	i	i
28	18%	0%	-9%	i
29	16%	-2%	-27%	i
30	?	0%	-2%[57.5 µM]	i

More records follow.
entry	mol	EPAC2 antagonist	D3 antag	DRD3 agonist	CCT modulator
31	N/C(=N\OC(=O)COc1ccc(Br)cc1Cl)c1ccccn1	-19%	4	-1	1.7
32	O=C(Nc1ccccc1)OCc1cn(-c2ccc(Cl)cc2)nn1	0%	-7	0	-3.7
33	COc1ccc(C(=O)NCC(c2ccco2)N2CCOCC2)cc1 (configuration not stated)	0%	-5	-3	-1.9
34	O=C(Nc1ccc(F)cc1)C1CCCN1S(=O)(=O)c1cccc2nsnc12 (configuration not stated)	1%	-2	3	-0.2
35	Cc1ccc2c(c1)C(=C(C#N)C#N)C(=O)N2CCN1CCOCC1	5%	-15	-2	-1.1
36	CCCCN(C(=O)C1CCN(C(=O)c2ccccc2C)CC1)c1c(N)n(CCC)c(=O)[nH]c1=O	-1%	-18	-41	1.1
37	CC(=O)c1ccc(N2CCN(C(=O)c3cc(-c4ccncc4)nc4ccc(Cl)cc34)CC2)cc1	-18%	1	34*	-1.3
38	CCOC(=O)COc1ccc(Oc2nc(C)cc(OC)n2)nn1	8%	?	-3	-1.3
39	CN1CCN(C2CN(C3CCCCC3)S(=O)(=O)C2)CC1 (configuration not stated)	3%	-11	3	-0.3
40	Cc1cc(-c2nnc3n2N=C(c2ccc(F)cc2)CS3)n[nH]1	7%	1	12	-0.7

entry	EPAC2 ag	Mm-Cpn inhibitor	PTHR1 ag	pAkt inh
31	-1%	0%	-20%	i
32	6%	4%	i	i
33	2%	.	i	i
34	5%	0%	i	i
35	7%	-1%	-38%[inhibitor]	i
36	13%	1%	?	i
37	4%	-4%	-92%	i
38	-1%	1%	-1%[57.5 µM]	.
39	1%	.	-3%	i
40	-12%	0%	i	i

Further records follow:
entry	mol	EPAC2 antagonist	D3 antag	DRD3 agonist	CCT modulator
41	COc1ccc(OC)c(CCNC(=O)c2cccc(NC(=O)C3=C(C)OCCS3)c2)c1	-9%	8	4	-0.7
42	CN1CCN(S(=O)(=O)c2ccc3c(c2)OCCO3)CC1	-3%	-13	1	-1.9
43	CC(C)n1cc(CN2CCC(Oc3ccc(C(=O)N4CCCC4)cc3)CC2)cn1	9%	20	4	-1.4
44	Oc1ccc(-c2cnc3c(Nc4cccc(OC(F)(F)C(F)F)c4)nccn23)cc1	-19%	24	0	0.6
45	CC(C)C(=O)Nc1ccc(-c2nc3ncccc3o2)cc1	4%	-11	-3	-0.7
46	O=C1c2[nH]c(=O)[nH]c(=O)c2CN1Cc1ccccc1	3%	-22	0	-1.5
47	COc1ccc(C(=O)Nc2nc(C)cs2)cc1S(=O)(=O)N1CCCC1	-13%	-17	-6	-2.2
48	COc1ccc(C(=O)Nc2cccc(OC)c2)cc1	-4%	-11	-2	-0.9
49	O=C(O)c1cncc(C#Cc2ccccc2)c1	1%	2	3	-0.4
50	C#CCOC(=O)C[N+](C)(C)CC=C	-6%	8	-4	2.1

entry	EPAC2 ag	Mm-Cpn inhibitor	PTHR1 ag	pAkt inh
41	-2%	0%	-22%	i
42	-1%	2%	-23%[57.5 µM]	i
43	3%	0%	-24%	i
44	-8%	.	-16%	i
45	-6%	-3%	-43%	i
46	20%	.	i	i
47	1%	1%	i	i
48	12%	0%	-8%[57.5 µM]	i
49	9%	-8%	-11%	i
50	16%	-9%	i	i

Of the compounds above, 3 contain a CF3 group:
entry	mol	EPAC2 antagonist	D3 antag	DRD3 agonist	CCT modulator
2	Cc1cc(S(=O)(=O)N2CCOCC2)ccc1OCC(=O)Nc1ccccc1C(F)(F)F	-8%	-8	2	-2.8
8	CCOC(=O)N1CCN(c2nc(-c3ccco3)cc(C(F)(F)F)n2)CC1	-4%	2	3	-0.6
13	O=C(NCC(c1ccco1)N1CCCC1)c1ccccc1Sc1ccc(C(F)(F)F)cc1[N+](=O)[O-] (configuration not stated)	-13%	-16	0	0.2

entry	EPAC2 ag	Mm-Cpn inhibitor	PTHR1 ag	pAkt inh
2	-6%	0%	i	i
8	15%	-2%	i	i
13	5%	3%	-1%	i

The listing continues.
entry	mol	EPAC2 antagonist	D3 antag	DRD3 agonist	CCT modulator
51	CN(C)S(=O)(=O)c1ccc(C(=O)NCc2nnc(SCC(=O)c3ccccc3)o2)cc1	-7%	-14	14	0.0
52	Cc1ccc(S(=O)(=O)N2CCN(C(=O)COC(=O)CCOc3ccccc3C)CC2)c(C)c1	-1%	9	-3	-2.6
53	CCOc1ccc(C2c3[nH]c4ccccc4c3C[C@H]3C(=O)N(C4CC4)CC(=O)N23)cc1OC (some centres not stated)	-7%	8	7	-0.7
54	CCOC(=O)c1ccc(NC(=S)Nc2ccccc2)cc1	0%	-2	5	0.4
55	O=C(Nc1cc(Sc2nc3ccccc3s2)cc([N+](=O)[O-])c1)c1ccccc1	9%	2	1	1.1

entry	EPAC2 ag	Mm-Cpn inhibitor	PTHR1 ag	pAkt inh
51	14%	-8%	i	i
52	5%	1%	-45%[inhibitor]	i
53	-5%	1%	-40%[inhibitor]	i
54	5%	0%	-12%	i
55	3%	0%	-35%[inhibitor]	i

Screening data (PubChem)
